# Sm TGR block: inhibitors of Schistosoma mansoni thioredoxin glutathione reductase; Q962Y6; purified TGR, DTNB reduction, TNB absorbance 405 nm; Potency, µM (doses to about 114 µM), inactives show at the top dose activity change, negative = inhibition, hits mostly inhibitors; hit rate 3% among 360,000; AID 485364; note: potency is the fitted concentration of half-maximal effect; % is set by controls: 0 for no effect and ±100 for the full control effect; nearly all actives have a fitted effect of over 60% in size
#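 TGR 20 nM + NADPH 100 uM (dispensed conc.), cpd preinc 15 min RT; start with NADPH (500 uM addition) then DTNB (15 mM addition). Kinetic TNB absorbance, 405 nm filter. Four-parameter Hill fit across titration.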
# Pf growth 96h: inhibits malaria parasite growth, 96 h. P. falciparum luciferase reporter growth, 96 h. Potency, µM (highest dose often 28.7 µM), for inactives: at the top dose activity change, negative = inhibition, hits mostly inhibitors. hit rate 6.9% among 320,000. AID 504834; note: potency is the fitted concentration of half-maximal effect; % is set by controls: 0 for no effect and ±100 for the full control effect
#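 Cell-based qHTS: luciferase-tagged P. falciparum in erythrocytes (2% hematocrit, 0.05% parasitemia final) incubated with compounds for 96 hours, 37 C, 5% CO2; luciferase detection reagent then added and luminescence measured.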
# Cycloheximide cs: affects cycloheximide protein synthesis inhibition readout, counter-screen; cell reporter, cycloheximide protein synthesis inhibition counterscreen; max response, %; hit rate 12% among 300,000; in the data active = max response mostly above about 13%, no sharp cut-off; inactive = mostly below about 14%; note: read at 38.3 µM for the half of the compounds with a filed dose; 0% is about no effect
# Giardia FBPA inh: blocks Giardia fructose-bisphosphate aldolase activity | A8B2U2 | purified Giardia FBPA | Potency, µM (series often up to 59.6 µM), for inactives: at the top dose activity, negative = inhibition, most hits filed as inhibitors | hit rate 0.71% among 290,000; note: potency is the fitted concentration of half-maximal effect; % is set by controls: 0 for no effect and ±100 for the full control effect; nearly all actives have a fitted effect of over 55% in size
# Target sequence (A8B2U2 whole entry, looked up): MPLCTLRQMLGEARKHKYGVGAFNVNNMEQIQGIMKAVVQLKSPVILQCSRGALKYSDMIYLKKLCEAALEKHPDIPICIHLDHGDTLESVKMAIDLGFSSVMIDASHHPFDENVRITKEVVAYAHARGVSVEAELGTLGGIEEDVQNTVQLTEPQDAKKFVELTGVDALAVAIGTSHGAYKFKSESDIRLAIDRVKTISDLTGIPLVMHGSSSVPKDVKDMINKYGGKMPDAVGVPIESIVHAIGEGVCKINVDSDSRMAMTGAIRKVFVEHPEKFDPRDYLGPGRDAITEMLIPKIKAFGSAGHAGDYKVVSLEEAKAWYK
#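 Giardia FBPA (40 nM reagent) was preincubated 10 min at RT with compound (up to 57.5 uM final), then substrate plus GAPDH/TPI/NAD/arsenate coupling system with diaphorase/resazurin was added; resorufin fluorescence (525/598 nm) was read after 20 min.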
# Pf growth 48h: inhibits P. falciparum growth in the first generation, 48 h. P. falciparum luciferase growth in erythrocytes, 48 h. Potency, µM (top dose mostly 28.7 µM), for inactives: at the highest dose activity change, negative = inhibition, usual class: inhibitors. hit rate 5.9% among 310,000. AID 504832; note: potency is the fitted concentration of half-maximal effect; % is set by controls: 0 for no effect and ±100 for the full control effect
#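 Compounds are pin-transferred into medium, infected erythrocytes (2% hematocrit, 0.1% parasitemia final) are added, and plates sit one parasite generation at 37 C in 5% CO2. Detection reagent is then added and luminescence measured.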
# Shiga toxin inh: blocks Shiga toxin action in Vero cells; AID 2315; inhibition, % at 38.7 µM; hit rate 9.2% among 290,000; Vero cells, Shiga toxin protein synthesis inhibition reporter; in the data active = inhibition mostly above about 28%, no sharp cut-off; inactive = mostly below about 43%; note: 0% is about no effect
# Numbers without * were called inactive; ? = inconclusive; . = no result given; & = joins results of further samples; [ ] = another dose, or the depositor's remark. Unless noted, calls come from the whole dose curve; as a rule, active = well fitted curve in the direction sought with a large enough effect; inconclusive = small, poorly fitted or top-dose-only effect, or another doubt; inactive = no such curve, though single readings can be large; an effect the other way counts as inactive or inconclusive. Rows are unselected; any-hit rate near 24%.
nr	molecule	Sm TGR block	Pf growth 96h	Cycloheximide cs
1	Cc1cc(=O)c2ccccc2s1	4%	-5%	7
2	CC(C)CCNC(=O)NC(=O)COC(=O)/C=C/c1cc(Br)ccc1F	0%	0%	1
3	O=C(c1ccc(F)cc1)C1CCN(Cc2cn[nH]c2-c2ccccc2)CC1	-6%	?	-2
4	O=c1c2c([nH]c3ccccc13)CCCCCC2	-5%	3%	-3
5	O=C(c1ccccc1)N1CCCC(C(=O)N2CCN(c3ccccc3)CC2)C1 (configuration not stated)	-13%	11%	-1
6	CC(C)CC1Nc2ncnc(N3CCN(c4ccccc4)CC3)c2N(Cc2ccc(Cl)cc2)C1=O (configuration not stated)	?	9.3µM*	.
7	COC(=O)Oc1ccc(/C=N/NC(=O)CSCc2ccccc2Br)cc1OC	-1%	-15%	-7
8	CCOC(=O)Cn1c2ccccc2n2nc(CCC(=O)O)c(=O)nc12	-2%	?	3
9	Cc1cccc(NC(=O)NNC(=O)c2ccc(C)c([N+](=O)[O-])c2)c1	-1%	32%[activator]	1
10	Cc1ccc(S(=O)(=O)Nc2ccc(N3CCCCC3)cc2)cc1	-12%	0%	5
11	CC(Nc1nc(Nc2ccc(F)cc2)nc(SCC(N)=O)n1)c1ccccc1 (configuration not stated)	3%	?	2
12	CN1CCN(c2ccc(Cl)cc2NC(=O)CN2C(=O)NC(C)(c3ccccc3)C2=O)CC1 (configuration not stated)	0%	?	.

nr	Giardia FBPA inh	Pf growth 48h	Shiga toxin inh
1	14%	12%	9
2	-2%	38%[activator]	-9
3	0%	?	18
4	-1%	?	-6
5	3%	-4%	18
6	.	9.3µM*	.
7	-6%	.	-3
8	-2%	31%[activator]	-3
9	9%	-13%	-6
10	-6%	-12%	32
11	1%	?	.
12	.	2.9µM*	.

# An excerpt of these results, with two lines to a compound:
# Under each structure – Sm TGR block | Pf growth 96h | Cycloheximide cs | Giardia FBPA inh | Pf growth 48h | Shiga toxin inh
1. Cc1cc(=O)c2ccccc2s1
    4% | -5% | 7 | 14% | 12% | 9
2. CC(C)CCNC(=O)NC(=O)COC(=O)/C=C/c1cc(Br)ccc1F
    0% | 0% | 1 | -2% | 38%[activator] | -9
3. O=C(c1ccc(F)cc1)C1CCN(Cc2cn[nH]c2-c2ccccc2)CC1
    -6% | ? | -2 | 0% | ? | 18
4. O=c1c2c([nH]c3ccccc13)CCCCCC2
    -5% | 3% | -3 | -1% | ? | -6
5. O=C(c1ccccc1)N1CCCC(C(=O)N2CCN(c3ccccc3)CC2)C1 (configuration not stated)
    -13% | 11% | -1 | 3% | -4% | 18

# (continued)
nr	molecule	Sm TGR block	Pf growth 96h	Cycloheximide cs
13	COc1ccc(O)c(C(C)(C)C)c1	9%	37%[activator]	-6&-4
14	CCOC(=O)c1nn(-c2ccc(F)cc2)c2nc(CC(C)C)c(C#N)c(=O)n12	2%	?	-3
15	CCN(CC)c1ccc(/C=N/n2c(C)nc3ccccc3c2=O)cc1	7%	-25%	10
16	COC(=O)c1cc(-c2ccc(F)cc2)n(-c2ccccc2)n1	0%	15%	-1
17	CC1CCC(NC(=O)CN(C)S(=O)(=O)c2ccc3c(c2)c(=O)n(C)c(=O)n3C)CC1 (configuration not stated)	-7%	?	-3
18	NC(=S)/N=C/c1c(O)[nH]c(=O)[nH]c1=O	38%[activator]	?	4
19	CCOc1ccc(NC(=O)Cn2nnc(-c3ccc(C(N)=O)cc3)n2)cc1S(=O)(=O)N1CCCC1	-3%	4%	.
20	CCN(CC)CCN1C(=O)C(=O)/C(=C(/O)c2cccc(OC)c2)C1c1ccccn1 (configuration not stated)	-36%	12µM*	15*
21	O=C(CCN1CCCCC1c1cccnc1)NCc1ccccc1 (configuration not stated)	35µM*	.	-1
22	COC(=O)c1ccc(CNC(=O)c2ccc3c(c2)S(=O)(=O)N=C2CCCCCN23)cc1	-5%	?	.
23	CCOC(=O)c1cc(C#N)c(Oc2ccccc2OC)nc1-c1ccccc1	-5%	?	-2
24	O=C(c1ccc(F)cc1)c1c[nH]c(C(=O)NCCCN2CCOCC2)c1	-5%	-4%	-2

nr	Giardia FBPA inh	Pf growth 48h	Shiga toxin inh
13	-8%&-3%	69%[activator]	-9&17
14	2%	?	3
15	4%	.	21
16	-3%	13%[0.00184 µM]	-5
17	.	-15%	-3
18	-24%	3%	-4
19	.	25%	.
20	-13%	?	49
21	-4%	-11%	11
22	.	-25%	.
23	0%	?	-7
24	1%	6%	-1

# New compounds follow
nr	molecule	Sm TGR block	Pf growth 96h	Cycloheximide cs
25	Cc1ccc(S(=O)(=O)Cc2ccc(C(=O)NCCCN3CCN(C)CC3)o2)cc1	?	16%	-4
26	c1ccc(-n2c3ccccc3c3ccccc32)cc1	-5%	34%[activator]	-1
27	COc1ccc(NC(=O)c2cccc(S(=O)(=O)N3CCCCC3)c2)c(OC)c1	1%	2.9µM*	-2
28	COc1ccc(CCNC(=O)CCNC(=O)c2ccc(Cl)cc2)cc1OC	-21%	?	-4
29	COc1ccc(N2C(=O)CC(c3ccc(OC(C)C)cc3)C2=O)cc1 (configuration not stated)	3%	7.4µM*	-4
30	COc1ccc(Nc2nc(C)c(-c3ccccc3)s2)cc1	-9%	?	59*
31	CCN(CC)C(=O)c1[nH]cnc1C(=O)NCc1ccc(CNC(=O)OC(C)(C)C)cc1	0%	?	.
32	O=C(CCl)Nc1nc(-c2ccco2)c(-c2ccco2)s1	0.4µM*	0%	8
33	O=C(Nc1ccc(Br)cc1)c1ccc(F)c(S(=O)(=O)N2CCN(c3ccccn3)CC2)c1	-5%	-3%	7
34	O=C(O)c1ccc(/C=N/Nc2nnnn2-c2ccccc2)cc1	-1%	21%	-2
35	O=C(Nc1ccc2c(c1)OCO2)C1CCCN(S(=O)(=O)c2cccs2)C1 (configuration not stated)	-24%	?	2
36	Cc1ccc(N2C(=O)C3C(C2=O)C2C=CC3C23CC3)cc1 (configuration not stated)	0%	?	1

nr	Giardia FBPA inh	Pf growth 48h	Shiga toxin inh
25	3%	-5%	6
26	2%	29%	-9
27	.	-2%	-4
28	4%	-11%	1
29	2%	.	-5
30	-23%	12%	82*
31	.	-3%	.
32	-27%	-12%	11
33	6%	?	8
34	-10%	7%	2
35	-2%	42%[activator]	0
36	7%	-2%	1

# New compounds follow.
nr	molecule	Sm TGR block	Pf growth 96h	Cycloheximide cs
37	CC(C)(C)CC(=O)Nc1nn[nH]n1	5%	3%	-4
38	NC(=O)COc1cccc2cccnc12	-7%	17%	1
39	S=C1N(c2ccccc2)C(c2ccc(Cl)cc2)N2CCCN12 (configuration not stated)	-7%	?	-2
40	CCn1c(/C(C#N)=C(\O)CCc2ccccc2)nc2ccccc21	2%	.	-3
41	O=C(NCC(c1cccs1)N1CCOCC1)C1CCN(S(=O)(=O)c2cccc(C(F)(F)F)c2)CC1 (configuration not stated)	5%	10µM*	.
42	CCN(CC(=O)NCc1cccs1)C(=O)C1CC(=O)N(c2ccc(OC)cc2OC)C1 (configuration not stated)	-10%	15%	.
43	Cc1ccc(S(=O)(=O)NC2CCCC(C(=O)O)C2)cc1 (configuration not stated)	-12%	23%	-3
44	O=C(CSc1ccc([N+](=O)[O-])cn1)Nc1cc(C(F)(F)F)ccc1N1CCOCC1	3%	-25%	-3
45	O=C(Cc1ccc([N+](=O)[O-])cc1)N1CCc2ccccc2C1	-7%	?	-3
46	O=C(CCC(=O)Nc1nnc(C2CCCCC2)s1)NCC1CCCO1 (configuration not stated)	1%	-28%	-5
47	Cc1cc(C(=O)O)n(C(C)(C)C)n1	6%	?	-2
48	N#CCOc1coc(CN2CCN(c3ccccc3)CC2)cc1=O	0%	-17%	-3

nr	Giardia FBPA inh	Pf growth 48h	Shiga toxin inh
37	?	3%	-5
38	-1%	.	-18
39	0%	-17%	-32
40	-8%	27%	-7
41	.	?	.
42	.	0%	.
43	2%	3%	-8
44	.	5.2µM*	8
45	0%	-4%	10
46	0%	.	-6
47	-3%	35%[activator]	-11
48	.	10%	-6

# From entry 17 to 18, as listed above:
nr	molecule	Sm TGR block	Pf growth 96h	Cycloheximide cs
17	CC1CCC(NC(=O)CN(C)S(=O)(=O)c2ccc3c(c2)c(=O)n(C)c(=O)n3C)CC1 (configuration not stated)	-7%	?	-3
18	NC(=S)/N=C/c1c(O)[nH]c(=O)[nH]c1=O	38%[activator]	?	4

nr	Giardia FBPA inh	Pf growth 48h	Shiga toxin inh
17	.	-15%	-3
18	-24%	3%	-4

# Later entries:
nr	molecule	Sm TGR block	Pf growth 96h	Cycloheximide cs
49	O=C(Cn1cccc1C(=O)c1ccccc1)NCCc1ccccc1	-4%	23%	4
50	CC1CCC(NC(=O)c2cc(S(=O)(=O)N3CCCCC3)ccc2N2CCOCC2)CC1 (configuration not stated)	-6%	?	.
51	O=C(O)c1cccc(Oc2ccc([N+](=O)[O-])cc2)c1	2%	-13%	1
52	Nc1nnc(SCC(=O)OCc2ccc(F)cc2)s1	-17%	-16%	-6
53	O=C(Cn1c2c(c(-c3ccccc3)cc1=O)CCCC2)N1CCCCCC1	1%	-23%	-3
54	COc1cc(C(=O)NCC2CCCCC2)ccc1OCc1c(C)noc1C	1%	?	.
55	CCCNC(=O)Nc1nccs1	-8%	.	9
56	CCn1c(SCC(=O)Nc2ccc(NC(=O)c3ccco3)c(OC)c2)nc2ccccc2c1=O	-8%	0%[5.75 µM]	2
57	CCCCn1c(SCC(=O)OCC)nnc1-c1ccoc1C	8%	.	0
58	O=C(C1=C[C@H](c2ccc(C(F)(F)F)cc2)C[C@H](OCc2ccc(CO)cc2)O1)N1CCN(Cc2ccc3c(c2)OCO3)CC1	?	3.7µM*	-1
59	CC(C)COc1ccc(CSCCNC(=S)Nc2ccccc2)cc1	32%	?	15
60	Cc1cc(C(=O)O[C@H]2[C@H](Cc3ccccc3)NS(=O)(=O)[C@H]3C[C@@H]4C=C[C@]23O4)ccc1[N+](=O)[O-]	2%	?	.

nr	Giardia FBPA inh	Pf growth 48h	Shiga toxin inh
49	2%	13%	-3
50	.	9.3µM*	.
51	11%	21%	20
52	3%	-12%	-9
53	0%	-23%	-13
54	.	-19%	.
55	0%	32%[activator]	2
56	8%	?	11
57	2%	6%	15
58	-15%	?	27
59	-2%	?	-5
60	.	?	.

# The listing continues.
nr	molecule	Sm TGR block	Pf growth 96h	Cycloheximide cs
61	NS(=O)(=O)c1cc(C(=O)NC2CCSc3ccccc32)ccc1Cl (configuration not stated)	-17%	5%	-4
62	Cc1ccc(SCCNC(=S)Nc2cc(C)ccc2C)cc1	0%	8.3µM*	-1
63	Cc1ccc(Cn2nnnc2CN2CCC(O)(c3cccnc3)CC2)cc1	-1%[57.1 µM]	-4%	-2
64	COc1ccccc1N(CC(=O)NC1CC2CCC1C2)S(=O)(=O)c1ccc(C)cc1 (configuration not stated)	0%	?	0
65	Cc1cc(NS(=O)(=O)c2ccc(NC(=O)c3cnc(Cl)c(Cl)c3)cc2)nc(C)n1	-4%	-29%	.
66	COc1ccc(NC(=O)CN(C)S(=O)(=O)c2ccc3[nH]c(=O)oc3c2)cc1	3%	15%	14
67	COC(=O)CCC(=O)N(C)CC1CCCN(CCc2cccc(C(F)(F)F)c2)C1 (configuration not stated)	9%	?	3
68	CCn1ccc(=N)cc1	10%	12µM*	3
69	Cn1cnc2c1c(=O)n(Cc1c(Cl)cccc1Cl)c(=O)n2C	3%	-7%	-2
70	O=C(O)CSCC(=O)Nc1ccc(-c2nc3ccccc3s2)cc1	-1%	88%[activator]	35*

nr	Giardia FBPA inh	Pf growth 48h	Shiga toxin inh
61	-3%	-2%	-14
62	-2%	.	-16
63	?	-2%	-26
64	.	?	-7
65	.	?	.
66	-30%	-16%	18
67	6%	12%	.
68	-24%	?	16
69	4%	?	-10
70	24%	260%[activator]	54*
